Source: PubChem (Broad Institute)
EWS-Fli inh = EWS/Fli-driven NR0B1 reporter inhibitors, primary screen, A673 cells, NR0B1 luciferase, luminescence, MLPCN library; viability-normalised; 350,000 compounds, 0.67% hits; inhibition, % at 12.6 µM;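 active means mean inhibition of at least 50% after viability correction, with every replicate also passing that limit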;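 further: firefly luciferase signal divided by Alamar Blue viability fluorescence both relative to DMSO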
PAX8 reporter = inhibitors of PAX8-driven TPO luciferase reporter, primary screen, RMG-I cells, single concentration; AID 652154, 2013; 360,000 compounds, 1.2% hits; inhibition, % at 12.6 µM; SteadyGlo, 24 h;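 active means mean replicate inhibition at least 60% with every replicate also reaching 60%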;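 further: luciferase light reporting Pax8 driven TPO promoter activity; plate controls were median of neutral control wells for no effect and mitoxantrone controls for full effect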
Xi reactivation = activators of inactive X chromosome reactivation, primary screen, imaging, XiGFP fibroblasts, GFP high-content imaging, set 2. activation, % at 7.58 µM. XiGFP mouse fibroblasts, % GFP-positive cells imaging, 3 d; cells co-treated with 5-aza-dC sensitizer; scaled so ellipticine positive control = 100%. AID 743238, 2013. 360,000 compounds, 0.055% hits;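 active means mean normalized replicate activation at least 10% and every replicate at or above 10%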;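 further: 0% = median of on-plate neutral control wells and 100% = ellipticine 6 µM median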
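System: SV40-immortalized XiGFP fibroblast cells, line 68-5-11 / Incubation: 3-day compound exposure, then 15 min fixation at room temperature / Compound: single concentration per compound, delivered by pin transfer / Buffer or medium: DMEM plus 5-aza-dC sensitizer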
ERp5 inh = inhibitors of ERp5-driven insulin aggregation, primary screen, biochemical, turbidity, absorbance 650 nm, single point; 90 min; Protein disulfide-isomerase A6 (Homo sapiens), Q15084; 350,000 compounds, 0.05% hits; inhibition, % at 9.99 µM; AID 651711, 2012;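 active means mean replicate inhibition above about 25%, with every replicate also reaching it, limit read from the data, passing the limit was not always enough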
Target sequence (Q15084 whole entry, looked up): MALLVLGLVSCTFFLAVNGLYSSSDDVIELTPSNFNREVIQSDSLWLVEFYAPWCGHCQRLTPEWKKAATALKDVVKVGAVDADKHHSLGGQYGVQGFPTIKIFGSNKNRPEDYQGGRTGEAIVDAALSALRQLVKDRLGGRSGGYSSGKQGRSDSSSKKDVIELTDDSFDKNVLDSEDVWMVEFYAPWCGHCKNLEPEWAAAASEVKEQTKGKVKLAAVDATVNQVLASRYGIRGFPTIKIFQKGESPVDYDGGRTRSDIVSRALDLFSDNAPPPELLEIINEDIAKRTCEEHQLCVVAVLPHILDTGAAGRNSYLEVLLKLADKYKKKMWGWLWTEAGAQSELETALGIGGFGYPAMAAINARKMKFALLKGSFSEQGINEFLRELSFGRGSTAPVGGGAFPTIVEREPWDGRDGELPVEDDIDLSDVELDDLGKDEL
ARNT TACC3 PPI = disruptors of ARNT/TACC3 protein interaction, primary screen, biochemical, AlphaScreen, single concentration; AlphaScreen His-ARNT PAS-B/GST-TACC3 binding, luminescence; TACC3 fragment carries E629A point mutation; inhibition, % at 9.99 µM; 390,000 compounds, 0.66% hits;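 active means mean inhibition of replicates at least 50% and at least half of replicates each reaching 50%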;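 further: 0% = complete ARNT plus TACC3 wells and 100% = ARNT alone without TACC3; many hits fall short of the cut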
GSIS activator = GLuc luminescence reporter in INS-1E cells, primary screen for activators of glucose-dependent secretion of insulin; INS-1E GLuc reporter insulin secretion, 2-3 h; activation, % at 16.6 µM; 370,000 compounds, 0.61% hits;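 active means lowest replicate activation of at least 40%, so every replicate reaches that level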;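 further: 0% = median of neutral control wells and 100% = median of IBMX positive control wells; some compounds called inactive have numbers as strong as hits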
DENV2 CPE rescue = inhibitors of DENV2 cytopathic effect, primary screen, cell-based, plate reader, single concentration | DENV2-infected cells, cytopathic effect rescue | CPE inhibition, % at 9.99 µM | 350,000 compounds, 1.7% hits | AID 651640, 2012; in the data active means CPE inhibition above about 20%, passing the limit was not always enough; tested in BHK-21 cells;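 further: 0% = median of neutral control wells and 100% = median of positive control wells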
CFTR F508del cor = F508del CFTR correction, initial screen, CFBE line, single point; CFBE cells, YFP halide quenching; stimulated with forskolin plus potentiator P3; % fluorescence drop versus neutral controls; activity (quench increase), % at 7.58 µM; 350,000 compounds, 0.36% hits; AID 720511, 2013;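 active means mean added fluorescence quench of at least 8% versus neutral control, with both replicates also reaching 8%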;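 further: cells transiently co-express mutant CFTR-F508del with the halide-sensitive YFP; corrector assay measuring rescue of mutant channel to the surface after 24 h compound exposure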
* marks the source's active call; other numbers are inactive results; . = not tested or not shown; & = joins results of further samples.

SMILES	EWS-Fli inh	PAX8 reporter	Xi reactivation	ERp5 inh	ARNT TACC3 PPI	GSIS activator	DENV2 CPE rescue	CFTR F508del cor
COc1ncccc1C(=O)N1CCC(n2nccc2NC(=O)CC(C)C)CC1	-16	-28	0.0	2	4	20	-1	1.8
COC(=O)[C@@H]1C[C@H]1[C@@H](NC(=O)c1ccccc1)c1ccccc1	-7	9	-0.1	2	7	-3	-7	0.2
COc1ccc(CN(C)C[C@H]2OCCCC[C@@H](C)Oc3ccc(NS(C)(=O)=O)cc3C(=O)N([C@H](C)CO)C[C@H]2C)cc1	-8	-14	0.5	2	-6	4	-6	0.8
c1ccc(COc2ncnc3c2ncn3CCCN2CCN(c3ncccn3)CC2)cc1	-4	3	0.0	-5	.	-8	2	-1.4
COc1ccccc1N1CCN(C2CCCN(C(=O)Cn3cccn3)C2)CC1 (stereo not drawn)	1	-7	0.0	-4	-3	18	-2	0.9
Cc1[nH]c(=O)[nH]c(=O)c1S(=O)(=O)N1CCC(C(=O)N2CCN(c3cccc(C(F)(F)F)c3)CC2)CC1	-2	5	0.0	-20	-10	4	-3	0.9
COc1cc(CN2CCN(Cc3ccc4cc(F)ccc4n3)CC2CCO)cc(OC)c1 (stereo not drawn)	16	6	0.4	0	5	-1	-5	4.3
C[C@@H]1CCCCO[C@@H](CN(C)Cc2ccc3c(c2)OCO3)[C@H](C)CN([C@@H](C)CO)C(=O)c2cc(NS(=O)(=O)c3ccc(F)cc3)ccc2O1	17	6	0.3	-2	-4	5	4	0.8
CCNC(=O)C1(C)CCCN(C(=O)/C=C/c2ccccc2)C1 (stereo not drawn)	-4	-16	0.0	5	.	9	-3	2.0
O=C(CSc1nnc(CNC(=O)c2ccco2)o1)Nc1cccc(C(F)(F)F)c1	4	-6	0.0	-3	6	-5	0	-3.5
COc1ccccc1C(=O)NCCC(=O)N(C)CC(=O)Nc1ccc(C)cc1	-1	-5	-0.1	-3	-1	16	-7	-1.7
Cc1cc(Oc2ccc(Cl)cc2)nc(-c2ccccn2)n1	19	4	-0.2	2	11	29	-4	-2.1
COc1ccc(S(=O)(=O)N(C)C[C@@H]2OCCCC[C@H](C)Oc3ccc(NC(=O)CCC(F)(F)F)cc3C(=O)N([C@H](C)CO)C[C@H]2C)cc1	9	33	-0.2	-3	-4	-12	-5	1.0
CCNc1nc(NCC)nc(N(C)/N=C/c2ccco2)n1	8	7	0.4	4	19	62*	0	1.0
O=C(c1ccc(Cl)cc1[N+](=O)[O-])N1CCc2ccccc2C1	1	8	0.0	1	0	-9	.	0.3
CCn1nc(C)cc1-c1nnc(Sc2ncc([N+](=O)[O-])s2)n1C	69*	78*	4.3	1	3	-7	1	-8.9
COc1ccc(S(=O)(=O)Nc2c(C)nc3nc(C)[nH]n3c2=O)cc1	-3	-9	0.0	0	-3	16	-4	1.0
CN1CCN(CC(O)COC(c2ccccc2)c2ccccc2)CC1 (stereo not drawn)	-1	11	0.1	0	.	-5	-7	-1.4
O=C(CN1C(=O)c2ccccc2S1(=O)=O)NCCc1ccccc1	1	-7	0.0	1	-3	12	-3	-1.0
Cc1ccc(NC(=O)CSc2ccc3nnc(CCNC(=O)c4ccccc4)n3n2)c(C)c1	.	-10	0.1	.	4	16	.	.
CC(C)(C)C(=O)Nc1ccc(N2CCN(C(=O)c3cccs3)CC2)cc1	-9	2	0.1	-4	.	-2	6	-1.3
COc1ccc(CN2CCNC(=O)C2CC(=O)NCCCn2cccn2)cc1C (stereo not drawn)	.	-16	0.1	0	0	-1	0	2.2
COc1cccc(C(O)c2nc(-c3ccc(C)c(C)c3)cs2)c1 (stereo not drawn)	-6	-27	0.0	-3	.	.	5	-1.4
COc1cc(NC(=O)c2ccno2)cc(C(=O)Nc2cccc(C(F)(F)F)c2)c1	15	28	0.0	2	8	.	13	0.6

2 compounds from above, limited to GSIS activator and CFTR F508del cor:
| Molecule | GSIS activator | CFTR F508del cor |
| --- | --- | --- |
| COc1ccc(S(=O)(=O)N(C)C[C@@H]2OCCCC[C@H](C)Oc3ccc(NC(=O)CCC(F)(F)F)cc3C(=O)N([C@H](C)CO)C[C@H]2C)cc1 | -12 | 1.0 |
| CCNc1nc(NCC)nc(N(C)/N=C/c2ccco2)n1 | 62* | 1.0 |

The list goes on.
SMILES	EWS-Fli inh	PAX8 reporter	Xi reactivation	ERp5 inh	ARNT TACC3 PPI	GSIS activator	DENV2 CPE rescue	CFTR F508del cor
O=C(CSc1nc2ccccc2c(=O)[nH]1)Nc1ccc(C(=O)O)cc1	6	-4	0.1	7	6	-5	.	0.1
C[C@@H]1CCCCO[C@H](CN(C)Cc2ccc(C(=O)O)cc2)[C@H](C)CN([C@H](C)CO)C(=O)c2cc(NS(=O)(=O)c3cccs3)ccc2O1	-3	-13	0.1	3	-2	9	-1	4.2
S=C(NCc1ccccc1)N1CCc2ccccc2C1	2	-6	0.4	-5	0	-32	-2	2.2
CN(N=Nc1cccc([N+](=O)[O-])c1)c1cccc([N+](=O)[O-])c1	-17	-84	0.1	-4	3	6	8	-0.6
CC(=O)C1=C(Nc2ccccc2)CC(C)(O)C(C(C)=O)C1c1ccccc1 (stereo not drawn)	11	12	-0.1	0	1	25	0	1.5
O=C(CCc1nc2ccccc2s1)NCc1ccccc1F	-1	12	0.2	-3	.	24	-4	-3.2
C[C@@H]1CN([C@H](C)CO)C(=O)c2cccc(NC(=O)c3cnccn3)c2O[C@@H]1CN(C)Cc1ccncc1	-5	-4	-1.4	-5	-9	16	6	3.0
CCc1cc2ccc(C)c(C)c2nc1SCC(=O)Nc1cc(C)on1	6	-8	-0.1	-5	-5	15	5	2.9
COC(=O)c1sccc1NC(=O)CSCCc1ccncc1	1	31	0.3	3	1	10	-2	-0.6
COc1ccc(C(=O)NCCNc2nc3c(C)cccc3cc2C#N)cc1	-1	-9	0.1	-5	-5	1	3	2.4
O=C(C1=C[C@H](c2ccc3c(c2)OCO3)C[C@H](OCCCCO)O1)N1CCN(Cc2ccccc2)CC1	1&-8	-4&9	0.1	1&-1	3&3	-33	1&-2	2.2&2.0
O=C(c1ccccc1)N1CC(=O)N2[C@H](CO)[C@H](c3ccc(C#CCC4CCCC4)cc3)[C@@H]2C1	.	.	0.4	3	.	7	21*	3.1

Whole records from above. Screens in order: EWS-Fli inh, PAX8 reporter, Xi reactivation, ERp5 inh, ARNT TACC3 PPI, GSIS activator, DENV2 CPE rescue, CFTR F508del cor
Results for S=C(NCc1ccccc1)N1CCc2ccccc2C1 = 2, -6, 0.4, -5, 0, -32, -2, 2.2
Results for O=C(C1=C[C@H](c2ccc3c(c2)OCO3)C[C@H](OCCCCO)O1)N1CCN(Cc2ccccc2)CC1 = 1&-8, -4&9, 0.1, 1&-1, 3&3, -33, 1&-2, 2.2&2.0
Results for COc1ccc(C(=O)NCCNc2nc3c(C)cccc3cc2C#N)cc1 = -1, -9, 0.1, -5, -5, 1, 3, 2.4
Results for COC(=O)c1sccc1NC(=O)CSCCc1ccncc1 = 1, 31, 0.3, 3, 1, 10, -2, -0.6
Results for O=C(c1ccccc1)N1CC(=O)N2[C@H](CO)[C@H](c3ccc(C#CCC4CCCC4)cc3)[C@@H]2C1 = ., ., 0.4, 3, ., 7, 21*, 3.1

Other records follow:
SMILES	EWS-Fli inh	PAX8 reporter	Xi reactivation	ERp5 inh	ARNT TACC3 PPI	GSIS activator	DENV2 CPE rescue	CFTR F508del cor
CCC(CC)c1nnc(NC(=O)C2CSC3(C)CCC(=O)N23)s1 (stereo not drawn)	-4	-9	-0.2	10	1	-3	3	0.7
CCOc1ccc(C(=O)OCC(=O)NCCNC(=O)COC(=O)c2ccc(OCC)cc2)cc1	.	-1	-0.1	7	2	24	-1	-0.8
Cc1cccc(NC(=O)c2nc[nH]c2C(=O)Nc2ccccc2F)c1	16	-2	0.0	2	.	18	-12	-2.3
O=C(NCC[C@@H]1CC[C@H](NC(=O)c2cccnc2)[C@H](CO)O1)Nc1ccc(F)cc1	-7	6	0.2&-0.2	-1	2	-8&2	-1	-0.2
Nc1ncnc2c1ncn2[C@@H]1O[C@H](C(=O)N2CCN(c3ccc(Cl)cn3)CC2)[C@@H](O)[C@H]1O	0	-12	0.2	2	.	18	1	-0.1
O=C(NC1CCCC1)N1CCCCN2[C@@H](CO)[C@@H](c3ccc(-c4ccccc4)cc3)[C@@H]2C1	1	-9	0.0	2	1	-20	1	-1.7
NC(=O)Cc1ccc(C(=O)CSc2nnc(-c3ccncc3)n2C2CC2)s1	-1	-22	-0.2	-6	-5	.	3	-3.7
O=C(c1cccc2ccccc12)N1CCN(c2ccc([N+](=O)[O-])c(NCc3ccco3)c2)CC1	5	14	-0.2	3	-2	-6	-1	.
CC1(C(=O)NS(=O)(=O)c2ccc(F)cc2F)CCN1C(=O)CC1CCCC1 (stereo not drawn)	-1	-6	0.1	-2	.	-2	1	-1.8
Cc1ccc(S(=O)(=O)N(C)C)cc1NC(=O)COC(=O)/C=C/c1cnc2ccccc2n1	10	8	0.1	2	-1	1	1	-3.6
Cc1ccc(C(=O)N2c3ccccc3N=C(c3ccccc3)C2C(=O)NC(C)C)cc1 (stereo not drawn)	-36	-27	0.0	3	.	-32	1	0.3
COc1ccc(CN(C)C[C@H]2Oc3ccc(NC(=O)CCN4CCOCC4)cc3CC(=O)N([C@@H](C)CO)C[C@@H]2C)cc1	8	-2	-0.1	0	9	22	1	1.0

Part of the list above in order of molar mass, largest number first:
SMILES	EWS-Fli inh	PAX8 reporter	Xi reactivation	ERp5 inh	ARNT TACC3 PPI	GSIS activator	DENV2 CPE rescue	CFTR F508del cor
CCOc1ccc(C(=O)OCC(=O)NCCNC(=O)COC(=O)c2ccc(OCC)cc2)cc1	.	-1	-0.1	7	2	24	-1	-0.8
O=C(NC1CCCC1)N1CCCCN2[C@@H](CO)[C@@H](c3ccc(-c4ccccc4)cc3)[C@@H]2C1	1	-9	0.0	2	1	-20	1	-1.7
Cc1cccc(NC(=O)c2nc[nH]c2C(=O)Nc2ccccc2F)c1	16	-2	0.0	2	.	18	-12	-2.3
